# Bioassay records from PubChem.
# D1 antag: Antagonist of Human D 1 Dopamine Receptor: qHTS; activity change, negative = inhibition, % at 10 µM; D(1A) dopamine receptor (Homo sapiens), P21728; HEK293 TREx D1 cells, calcium flux, dopamine EC80; active compounds read low; AID 504652, 2011; 360,000 compounds, 3.2% hits; in the data active = activity change below about -30%; also: % is scaled to controls: 0 for no effect and ±100 for the full control effect
# Target sequence (P21728 whole entry, looked up): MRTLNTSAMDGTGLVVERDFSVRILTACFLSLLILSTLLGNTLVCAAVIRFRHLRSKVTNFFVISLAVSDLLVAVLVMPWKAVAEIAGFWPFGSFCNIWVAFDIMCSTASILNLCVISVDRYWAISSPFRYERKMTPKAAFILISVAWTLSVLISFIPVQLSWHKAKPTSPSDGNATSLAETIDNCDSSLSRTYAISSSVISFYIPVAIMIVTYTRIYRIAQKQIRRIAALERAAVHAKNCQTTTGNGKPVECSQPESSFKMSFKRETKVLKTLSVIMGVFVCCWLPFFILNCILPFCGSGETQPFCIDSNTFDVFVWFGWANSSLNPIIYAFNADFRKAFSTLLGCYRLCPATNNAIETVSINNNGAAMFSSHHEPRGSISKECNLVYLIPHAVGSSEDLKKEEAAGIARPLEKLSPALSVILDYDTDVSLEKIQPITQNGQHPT
#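 After overnight tetracycline induction at 30 C, force-coupled D1 HEK293 cells took up a no-wash calcium dye at room temperature. Compounds were added and monitored 180 s, and the response to EC80 dopamine was then recorded.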
# D1 PAM: Potentiators of Human D1 Dopamine Receptor: qHTS | HEK293 TREx D1 cells, calcium flux, dopamine EC20 potentiation | potentiation, % at 10 µM | 360,000 compounds, 0.036% hits | AID 504651, 2011; in the data active = potentiation above about 30%; also: 0% is about no effect
# TRHR agonist: qHTS for Small Molecule Agonists and Allosteric Enhancers of Human TRH Receptor: Primary Screen for Agonists. activation, % at 2 µM. TRHR cells, calcium flux fluo-8, FDSS agonist mode. AID 493084, 2011. 360,000 compounds, 0.18% hits. Thyrotropin-releasing hormone receptor (Homo sapiens), P34981; in the data active = activation above about 30%; also: 0% is about no effect
#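 TRHR-expressing cells, plated overnight in medium with 10% serum, were loaded with fluo-8 calcium dye at room temperature. After a 10 s baseline, library compound was pin-added and calcium release was recorded kinetically (ex 480/em 530) as agonist response.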
# RXFP1 ag: qHTS Assay for Agonists of the Relaxin Receptor RXFP1; HEK293T-RXFP1 cAMP TR-FRET, 30 min; response scale: percent of porcine relaxin response, buffer zero; 370,000 compounds, 0.3% hits; Potency, µM (top dose mostly 57.5 µM), inactives show top-dose activation, actives largely listed as activators; AID 2676, 2010; also: potency is read from the fitted curve at half-maximal effect; % is scaled to controls: 0 for no effect and ±100 for the full control effect; nearly all actives have a fitted effect of over 60% in size; many of its hits are not listed in these tables
#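 Agonist response is measured as cAMP accumulation in an RXFP1-transfected HEK293T line under PDE4 inhibition. Values are scaled between buffer-only and 29 nM porcine relaxin, and EC50s come from standard Hill equation fits.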
# D1 ag: Allosteric Agonists of the Human D1 Dopamine Receptor: qHTS; D(1A) dopamine receptor (Homo sapiens), P21728; activation, % at 2 µM; HEK293 T-REx D1 cells, calcium flux, agonist mode; AID 504660, 2011; 360,000 compounds, 1% hits; in the data active = activation above about 30%; also: 0% is about no effect
#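 Inducible HEK293 T-REx D1 cells, force-coupled to calcium signalling, were plated at 4000 cells/well with tetracycline and held overnight at 30 C. After no-wash calcium dye loading, compound-evoked calcium rise over 180 s flagged agonists.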
# TRHR PAM: qHTS for Small Molecule Agonists and Allosteric Enhancers of Human TRH Receptor: Primary Screen for Enhancers | Thyrotropin-releasing hormone receptor (Homo sapiens), P34981 | enhancement, % at 2 µM | TRHR cells, fluo-8 calcium fluorescence, EC20 TRH enhancement | 360,000 compounds, 0.66% hits; in the data active = enhancement above about 30%; also: 0% is about no effect
#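 TRHR-expressing cells loaded with fluo-8 calcium dye were read kinetically (ex 480/em 530) during compound addition, then stimulated with an EC20 of TRH (10 nM final). Enhancement of the Gq-mediated intracellular calcium response was scored.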
# D2 potentiator: HTS Assay for Positive Allosteric Modulators of the Human D2 Dopamine Receptor: Primary Screen for Potentiators | D(2) dopamine receptor (Homo sapiens), P14416 | HEK293 T-REx D2, calcium flux, EC20 dopamine potentiation | potentiation, % at 10 µM | 340,000 compounds, 0.34% hits | AID 485347, 2010;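 active = potentiation over 3 SD above the plate norm, cut at about 30% in these data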; also: 0% is about no effect
# Target sequence (P14416 whole entry, looked up): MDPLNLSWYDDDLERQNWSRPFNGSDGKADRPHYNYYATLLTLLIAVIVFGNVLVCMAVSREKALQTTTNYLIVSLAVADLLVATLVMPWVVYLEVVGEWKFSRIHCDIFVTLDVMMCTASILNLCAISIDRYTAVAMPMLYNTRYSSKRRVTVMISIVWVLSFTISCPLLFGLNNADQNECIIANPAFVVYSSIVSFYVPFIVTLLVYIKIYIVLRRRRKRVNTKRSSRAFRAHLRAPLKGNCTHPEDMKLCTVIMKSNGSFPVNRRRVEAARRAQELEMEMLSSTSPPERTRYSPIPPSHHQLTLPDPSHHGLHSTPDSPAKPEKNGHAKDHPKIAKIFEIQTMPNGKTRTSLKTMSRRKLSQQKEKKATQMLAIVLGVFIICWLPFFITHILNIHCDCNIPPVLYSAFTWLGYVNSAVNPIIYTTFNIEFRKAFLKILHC
#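 Using a no-wash calcium dye in inducible, force-coupled HEK293 Trex cells expressing D2, we tracked fluorescence each second for 180 s after compound, then for 180 s after EC20 dopamine to detect augmented signalling.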
# RXFP1 antag: qHTS Assay for Antagonists of the Relaxin Receptor RXFP1. Relaxin receptor 1 (Homo sapiens), Q9HBX9. HEK293-RXFP1, relaxin-stimulated cAMP HTRF, 30 min; active compounds read low. activity change, negative = inhibition, % at 57.5 µM. 350,000 compounds, 0.59% hits;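 active = activity change of -60% or lower, but not beyond a set lower limit; inconclusive = change between -60% and -40%, or beyond the set limit; inactive = change above -40%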; also: % is scaled to controls: 0 for no effect and ±100 for the full control effect
# Apoferritin bind: qHTS Assay for Identification of Novel General Anesthetics; apoferritin/1-aminoanthracene competitive binding, fluorescence; Potency, µM (top dose mostly 77.5 µM), without a hit: at the top dose activity change, negative = displacement, hits mostly inhibitors; 350,000 compounds, 0.074% hits; AID 485281, 2010; also: potency is read from the fitted curve at half-maximal effect; % is scaled to controls: 0 for no effect and ±100 for the full control effect; nearly all actives have a fitted effect of over 20% in size
# Target sequence (P02791 2-175 limits assumed): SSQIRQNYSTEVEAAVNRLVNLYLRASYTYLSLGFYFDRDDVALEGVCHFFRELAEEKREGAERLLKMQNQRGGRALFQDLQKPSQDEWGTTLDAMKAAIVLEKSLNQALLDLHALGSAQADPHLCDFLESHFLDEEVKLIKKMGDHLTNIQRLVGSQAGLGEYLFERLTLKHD
#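 Concentration-response curves derived by four-parameter Hill fitting of normalized fluorescence, where compounds displaced 1-AMA from 10 uM horse apoferritin following a brief 10 min room-temperature incubation; propofol titration acted as positive control.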
# * marks the source's active call; other numbers are inactive results; ? = inconclusive; · = no result given; & = joins results of further samples; [ ] = dose if it differs, or a comment. Unless noted, calls follow the shape of the dose curve; as a rule, active = well fitted curve in the direction sought with a large enough effect; inconclusive = small, poorly fitted or top-dose-only effect, or another doubt; inactive = no such curve, though single readings can be large; an effect the other way counts as inactive or inconclusive.
# Every second line gives: Apoferritin bind, D2 potentiator, RXFP1 antag, TRHR PAM, TRHR agonist, D1 antag, D1 PAM, D1 ag, RXFP1 ag
COc1ccc(CNC2CCCc3ccccc32)cc1OC (stereo unspecified)
    -8%, -3, -12, -2, -0.5, 9, -8, 9, 6.2%
CCC(CC)c1nnc(NC(=O)c2cc(C(=O)OC)cc([N+](=O)[O-])c2)s1
    -14%, 2, -11, -1, -0.3, -7, -6, 7, 0.0%
O=[N+]([O-])c1cc(/C=N/N2CCN(c3ccccc3)CC2)ccc1Cl
    2%, -10, ·, -6, 0.5, 2, -3, 2, -0.3%
Cc1oc2c(C)c(O)ccc2c(=O)c1-c1cnn(-c2ccccc2)c1
    -13%, -3, -6, -7, 0.1, -37*, 2, 1, 2.7%
CN(Cc1cnccn1)Cc1nc(Cc2ccccc2Cl)no1
    -6%, ·, -1, -3, -0.9, 2, -2, 4, -0.7%
CCN(CC)C(=O)CSc1nnc2nnc3cc(C)ccc3n12
    9%, -1, 4, 0, 1.2, 2, -4, 2, 8.3%
CC(Sc1nc(=O)cc(N)n1CCc1ccccc1)C(=O)Nc1ccc(Cl)cc1 (stereo unspecified)
    -18%, 6, -8, 7, 0.5, -33*, -2, 16, 1.1%
O=C(/C=C/c1ccc(S(=O)(=O)N2CCOCC2)cc1)N1CCN(c2ccccc2)CC1
    -13%, 3, -8, 2, -0.5, 3, 12, 7, -1.4%
Cc1sc2ncnc(SCC(=O)c3cccs3)c2c1C
    -7%, -3, -13, -5, -0.2, -17, 0, 5, 12%
Cc1ccccc1N1CCN(C2CCCN(C(=O)c3cnsn3)C2)CC1 (stereo unspecified)
    -12%, -3, -7, 4, -0.1, 9, -3, 1, -5.6%
O=C1CCN(S(=O)(=O)c2ccccc2)CCN1CCOCc1ccc(C(F)(F)F)cc1
    0%, 9, ·, 14, 0.0, -9, -9, 4, 0.0%
Cc1c([N+](=O)[O-])c([N+](=O)[O-])nn1CC(=O)N1CCOCC1
    -6%, -1, 5, 0, 0.0, 25, -2, 5, 1.2%
Cc1ccc(S(=O)(=O)c2c(O)cc(C)c(NS(=O)(=O)c3ccc(Cl)cc3)c2C)cc1
    77%[activator], ·, ·, 5, -1.9, -3, 0, 0, -1.3%
Cc1nn(Cc2ccccc2Cl)c(C)c1NC(=O)c1cc(C(C)C)on1
    -6%, 14, -14, -1, -1.5, 2, 0, 1, 3.2%
Cc1ccc(CCNC(=O)c2ccc(Cn3c(=O)c4cccn4c4cccnc43)cc2)cc1
    5%, 2, -4, 1, 0.5, 2, 0, 2, ?
CN(C)S(=O)(=O)c1cccc(NC(=O)COC(=O)c2cc(=O)[nH]c(=O)[nH]2)c1
    -4%, 6, -17, 4, 0.4, -9, 0, 5, -0.7%
CCOC(=O)c1[nH]cnc1C(=O)Nc1cccc(OC)c1
    15%&1%, -5&-6, -19&-1, 1&-8, 0.0&1.1, 4&-8, -1&1, 3&2, 2.4%&6.8%
CCCOc1ccc(/C(O)=C2/C(=O)C(=O)N(CCCn3ccnc3)C2c2ccc(C)o2)cc1 (stereo unspecified)
    5%, 5, 10, 0, 0.1, 3, -8, 2, 0.0%
O=C(O)c1cc(-c2ccccn2)n[nH]1
    -7%, ·, -2, 2, 0.3, -24, -4, 0, 1.4%
COn1c(-c2ccccc2)nc2c1CCc1nonc1-2
    -12%, 2, 5, 4, -0.8, 2, 0, 1, -0.4%
CC(C)(C)c1ccc(S(=O)(=O)NCC2CCCO2)cc1 (stereo unspecified)
    -6%, 10, 1, 24, -0.2, -8, -8, 3, -0.4%
CSc1nnc(C)c(/C=C/Nc2ccc(F)cc2)n1
    -9%, 4, -2, -2, 9.9, 0, -2, 32*, 0.1%
CC(Sc1nc2cc(Cl)ccc2s1)C(=O)Nc1cccc(S(=O)(=O)N2CCOCC2)c1 (stereo unspecified)
    0%, 18, -5, 11, 0.1, 2, -6, 7, 0.4%
Clc1ccc(C2=NCCn3nc4ccccc4c32)cc1
    ·, -4, ·, -3, -0.4, 1, -2, 1, -1.1%
C=CCNc1ccc(F)c(F)c1N1CCCCCC1=O
    -16%, ·, -20, -3, -0.1, -1, 8, 1, -1.6%
COc1cc(S(=O)(=O)Nc2ccccc2C)ccc1NC(=O)c1ccncc1
    -11%, -22, -3, 3, 0.3, -29, -8, 2, 4.0%
CCCCOc1ccc(C(=O)N2CCC(c3nc4ccccc4o3)CC2)cc1
    -7%, ·, ?, -2, -0.5, -26, 0, 0, 0.0%
COc1ccc(CCC(=O)NCCNC(=O)CCc2ccc(OC)cc2)cc1
    1%, -9, 1, -3, -0.1, 3, -5, -1, -0.8%
COc1cc(Nc2cccc[n+]2C)cc(OC)c1OC
    -11%, 7, 10, 4, 1.1, -6, -1, 1, 2.1%
O=[N+]([O-])c1ccc(C(O)C23CN4CN(CN(C4)C2)C3)cc1 (stereo unspecified)
    -5%, -7, -2, 40*, -0.3, -2, 1, 6, -0.1%
CCCC(=O)Nc1ccc2c(c1)Cc1ccccc1-2
    -4%, 1, -5, 3, 0.0, -38*, -1, 3, 0.9%
COc1ccc(-n2c(=O)c3c(c4cc(OC)ccc4n3C)n(Cc3ccc(F)cc3Cl)c2=O)cc1
    -4%, 7, ·, -2, -0.2, -18, -2, 1, 0.1%
CC(=O)c1ccc(NC(=O)NCCc2c[nH]c3ccccc23)cc1
    -6%, 3, -11, -6, -0.2, -21, -1, 13, -1.4%
CC1(NC(=O)C2CCN(C(=O)Nc3ccccc3)CC2)CCS(=O)(=O)C1 (stereo unspecified)
    -5%, 1, -9, -4, 0.0, -3, -2, 1, -0.5%
COc1ccc(C2OC[C@H]3O[C@H](O)[C@H](NC(C)=O)[C@@H](O)[C@@H]3O2)cc1 (stereo partly specified)
    2%, 1, -1, -24, 1.0, -9, -7, -1, 1.9%
COc1ccccc1CN(C)C(=O)c1cnc(C)cn1
    0%, 1, 6, -2, 0.2, 11, 3, 0, 0.9%
CCOC(=O)N1CCC(NC(=O)CSCc2cnn(-c3ccccc3)c2-n2cccc2)CC1
    -19%, -5, -8, -8, 0.9, -12, -4, 1, 1.2%
CCc1cc2c(=O)n(N)c(CCC(=O)O)nc2s1
    3%, -12, ·, 1, -0.1, -18, -9, 0, 1.0%
CCCn1nc(C(=O)NCC2COc3ccccc3O2)c2ccccc2c1=O (stereo unspecified)
    ·, -2, 5, -7, 0.7, -2, ·, 16, 3.0%
Cc1ccc(/C=C/C(=O)Nc2cccnc2)o1
    1%, -9, -9, 3, 0.0, -2, -6, 3, -0.2%

# Some of the entries above, reformatted.
smiles,Apoferritin bind,D2 potentiator,RXFP1 antag,TRHR PAM,TRHR agonist,D1 antag,D1 PAM,D1 ag,RXFP1 ag
Clc1ccc(C2=NCCn3nc4ccccc4c32)cc1,·,-4,·,-3,-0.4,1,-2,1,-1.1%
C=CCNc1ccc(F)c(F)c1N1CCCCCC1=O,-16%,·,-20,-3,-0.1,-1,8,1,-1.6%
COc1cc(S(=O)(=O)Nc2ccccc2C)ccc1NC(=O)c1ccncc1,-11%,-22,-3,3,0.3,-29,-8,2,4.0%
CCCCOc1ccc(C(=O)N2CCC(c3nc4ccccc4o3)CC2)cc1,-7%,·,?,-2,-0.5,-26,0,0,0.0%
COc1ccc(CCC(=O)NCCNC(=O)CCc2ccc(OC)cc2)cc1,1%,-9,1,-3,-0.1,3,-5,-1,-0.8%
COc1cc(Nc2cccc[n+]2C)cc(OC)c1OC,-11%,7,10,4,1.1,-6,-1,1,2.1%
O=[N+]([O-])c1ccc(C(O)C23CN4CN(CN(C4)C2)C3)cc1 (stereo unspecified),-5%,-7,-2,40*,-0.3,-2,1,6,-0.1%
CCCC(=O)Nc1ccc2c(c1)Cc1ccccc1-2,-4%,1,-5,3,0.0,-38*,-1,3,0.9%
COc1ccc(-n2c(=O)c3c(c4cc(OC)ccc4n3C)n(Cc3ccc(F)cc3Cl)c2=O)cc1,-4%,7,·,-2,-0.2,-18,-2,1,0.1%

# Later entries
# Every second line gives: Apoferritin bind, D2 potentiator, RXFP1 antag, TRHR PAM, TRHR agonist, D1 antag, D1 PAM, D1 ag, RXFP1 ag
CC(=O)Nc1ccc(OCC(O)CN2CCN(c3ccccc3Cl)CC2)cc1 (stereo unspecified)
    -7%, -20, -10, 18, 1.0, -10, -5, 1, 0.0%
N#Cc1cccc(S(=O)(=O)NCC(=O)NCCCc2ccccc2)c1
    -9%, 1, -4, -2, -0.2, 2, 3, 2, -0.6%
COC(=O)N/N=C(\C)c1ccccc1Br
    -14%, 2, 0, 6, -0.1, -31*, -1, -2, -0.4%
NC(=O)c1c(NC(=O)CSc2nc3c(c(C(F)(F)F)n2)CCc2ccccc2-3)sc2c1CCCC2
    1%, 7, -2, 7, -0.5, -5, -13, 3, 3.0%
O=C(c1sc2cc(Cl)ccc2c1Cl)N1CCN(CCc2ccccn2)CC1
    -3%, -12, -39, 2, -0.3, -7, -5, 8, -1.9%
COc1ccc(/C=C(/NC(=O)c2ccccc2)C(=O)Nc2cccc(C(=O)O)c2)cc1
    ?, -4, 5, 4, -0.1, 1, 4, 2, 3.7%
COc1ccc(S(=O)(=O)N(C)CC(=O)Nc2ccccc2OC)cc1C
    -10%, 6, -8, -4, -1.4, -15, -11, -1, -0.7%
CCOC(=O)N1CCN(C(=O)c2cc(S(=O)(=O)N3CCc4ccccc43)ccc2OC)CC1
    ·, -2, -5, 5, 0.0, 16, 1, 2, 0.7%
CCc1nc(SCc2cccnc2)c(C#N)cc1C
    3%, ·, -6, -1, -1.5, -12, -6, 9, 0.1%
O=C(CSc1nnc2c(n1)[nH]c1ccccc12)OCc1ccccc1
    8%, 1, -15, -1, 0.6, -10, 2, 2, 1.6%
C=CCN(c1ccccc1)S(=O)(=O)c1cccc(C(=O)NCC(c2ccc(F)cc2)N2CCOCC2)c1 (stereo unspecified)
    ·, -6, -1, -3, 1.3, 8, 2, 1, -0.2%

# These rows are one share of the data, so the mix of outcomes need not match the whole.
